# Screening data from PubChem BioAssay.
# aSyn yeast rescue = rescues yeast growth from alpha-synuclein toxicity. S. cerevisiae alpha-synuclein toxicity rescue, BacTiter-Glo growth, 24 h. Potency, µM (titrated, usually from 46.1 µM), for inactives: top-dose growth rescue (activation), usual class: activators. 94,000 tested, 0.02% active. AID 1347070; active = well fitted activation curve with a large enough effect; note: 0% is about no effect
#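 Growth restoration measured by BacTiter-Glo luminescence after 24 hr at 30 deg C; alpha-synuclein yeast, raffinose-pregrown to mid-log, were added at OD600=0.02 in galactose medium onto pinned compounds.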
# * hit, by the source's call; & = joins results of further samples; [ ] = dose if it differs, or a comment. Potency is the fitted concentration of half-maximal effect. These rows are one share of the data; the hit share may differ from the screen's.
SMILES,aSyn yeast rescue
CC1=C(C(=O)N(C)C)CC(CC(=O)NCCCCc2ccccc2)C(=O)N1Cc1ccc(C(C)(C)C)cc1 (stereo unspecified),1%
CCCCN(CCCNC(=O)c1cc(Nc2ccc(OC)c(OC)c2)nc2ccccc12)c1ccccc1,12%
CCCOC1(C(F)(F)F)NC(=O)N(c2ccc(Cl)cc2)C1=O (stereo unspecified),-44%[inhibitor]
CC(C)(C)C(=O)Nc1cccc(-c2cn3cccnc3n2)c1,-9%
O=C(Nc1ccc(S(=O)(=O)N(Cc2ccccc2)c2ccccc2)cc1)c1ccc(F)cc1,9%
O=C(COC(=O)c1cnccn1)Nc1ncc(Cl)cc1Cl,7%
COc1ccc(/C=C2\Oc3cc(OCC(=O)N4CCC[C@H]4CO)ccc3C2=O)c(OC)c1,3%
CC(=O)c1c(C)[nH]c(C(=O)NCc2ccco2)c1C,2%
Cc1ccc(-c2cc(C(=O)Nc3ccc(S(=O)(=O)Nc4ncccn4)cc3)[nH]n2)c(O)c1C,11%
COc1cccc(CNC(=O)c2sc3ncccc3c2-n2c(C)ccc2C)c1OC,-5%
COc1ccc(CCNC(=O)c2cc(C(C)C)on2)cc1OC,2%
CC1CC(=O)N(C)c2ccc([N+](=O)[O-])cc2N1 (stereo unspecified),2%

# Next part; it opens with the 6 that closed the last part.
SMILES,aSyn yeast rescue
COc1ccc(/C=C2\Oc3cc(OCC(=O)N4CCC[C@H]4CO)ccc3C2=O)c(OC)c1,3%
CC(=O)c1c(C)[nH]c(C(=O)NCc2ccco2)c1C,2%
Cc1ccc(-c2cc(C(=O)Nc3ccc(S(=O)(=O)Nc4ncccn4)cc3)[nH]n2)c(O)c1C,11%
COc1cccc(CNC(=O)c2sc3ncccc3c2-n2c(C)ccc2C)c1OC,-5%
COc1ccc(CCNC(=O)c2cc(C(C)C)on2)cc1OC,2%
CC1CC(=O)N(C)c2ccc([N+](=O)[O-])cc2N1 (stereo unspecified),2%
COC(=O)CC1Oc2ccccc2-n2cc(-c3ccc(Cl)cc3)nc21 (stereo unspecified),-11%
Cc1ccccc1-c1nc(CS(=O)(=O)CC(=O)NCCCN2CCCC2)c(C)o1,-1%
O=C(CSc1nnc2n1CCCCC2)NCc1ccccc1,-2%
CCCN(CCC)Cc1c(C(=O)N/N=C/c2ccsc2)nnn1-c1nonc1N,-3%
COc1ccccc1CCNC(=O)C(=O)NCCC1CCCCN1S(=O)(=O)c1cccs1 (stereo unspecified),-13%
O=C(Nc1ccc(S(=O)(=O)Nc2ncccn2)cc1)c1ccccc1Br,-5%
COc1cccc(C2CC(=O)Nc3c2c(=O)nc2c(C)cccn32)c1OC (stereo unspecified),-2%
CCn1c(CNC(=O)c2ccc(OC)cc2)nnc1SCC(=O)Nc1cccc(C)c1C,-4%
CC(=O)c1ccc(N2CCN(C(=O)CCCCn3c(=O)[nH]c4ccsc4c3=O)CC2)cc1,2%
CCc1ccc2ncc(C(=O)c3ccc(C)c(C)c3)c(N3CCC(C(N)=O)CC3)c2c1,-2%
COc1cccc(CNC(=O)Cn2ncc3c4ccccc4n(C)c3c2=O)c1,2%
COc1cccc(C(=O)NCc2ccc3c(c2)CCN3C(=O)c2ccncc2)c1,5%
CCC(C)n1c(-c2cccc(S(=O)(=O)N(CC)CC)c2)n[nH]c1=S (stereo unspecified),7%
Cc1cccc(C(=O)NCC(=O)OCCOc2ccccc2Cl)c1,-7%
Cn1c(=O)c2c(-c3ccc(OC(F)F)cc3)cc(-c3ccccc3)nc2n(C)c1=O,4%
O=C(NCc1ccccc1)c1ccc(NC(=O)N2CC3CCCN3c3ccccc32)cc1 (stereo unspecified),-5%
C=CCSc1nc(N)c(NC(=O)c2ccco2)c(=O)[nH]1,-1%
CCOC(=O)C1CCN(C(=O)C2CCN(C3=NS(=O)(=O)C(c4ccc(C)cc4)=C3CC)CC2)CC1,-7%
COc1ccc(OCc2ccc(-c3nc(C#N)c(N4CCN(c5cccc(Cl)c5)CC4)o3)o2)cc1,-9%
O=C(CNc1cccc(Br)c1)Nc1ccc(S(=O)(=O)N2CCCCC2)cc1,4%
Cc1ccc(NC(=O)C2CCCN(S(=O)(=O)c3c(C)nn(C)c3C)C2)c(C)c1 (stereo unspecified),0%
CC1CCN(c2oc(-c3cccs3)nc2S(=O)(=O)c2ccccc2)CC1,-6%
Cc1cccc(N2CCN(C(c3ccccc3)c3nnc(-c4ccccc4Cl)o3)CC2)c1C (stereo unspecified),9%
Cc1ccc2nc(N3CCN(c4cccc(C)c4C)CC3)c3nnnn3c2c1,5%
CCN(CC)C(=O)C1CCN(S(=O)(=O)c2c(C)noc2/C=C/c2cccc(C)c2)CC1,-7%
CCOc1ccc(-c2nnc(SCC(=O)NCc3ccc(Cl)cc3)o2)cc1,-5%
O=c1[nH][nH]c2c(N=Cc3ccccc3O)ccc(F)c12,-19%
CCOc1ccc(NC(=O)CCNS(=O)(=O)c2ccc3c(c2)oc(=O)n3C)cc1,-3%
CCN(C(=O)CSc1nc2ccc(OC)cc2[nH]1)C1CCS(=O)(=O)C1 (stereo unspecified),-2%
CC1(C)OCC(N)(CO)CO1,-8%
O=C(CCc1ccc(O)cc1)NN=Cc1cc(Br)ccc1O,-8%
COC(=O)c1ccccc1NC(=O)C1(c2cccs2)CCOCC1,-1%
O=C(COC(=O)Cc1ccc(Cl)c(Cl)c1)NCc1ccco1,3%
COc1cccc(-c2nc(CS(=O)CC(=O)NC3CC3)c(C)o2)c1 (stereo unspecified),2%
COc1ccc(NC(=O)CCCn2nc(C)c3sc4ccccc4c3c2=O)cc1,-5%
CCOCCCn1c(=N)c(C(=O)NC2CCCCC2)cc2c(=O)n3ccccc3nc21,0%
CCOc1ccc(C/C(O)=C2\C(=O)CC(C)(C)CC2=NCC(=O)O)cc1OCC,-10%
CCOC(=O)c1cc(OC(=O)c2cccc(Cl)c2)n(-c2ccccc2)n1,-8%
O=C(Cn1cnc2c(nnn2-c2ccccc2)c1=O)N1CCOCC1,-1%
Cc1cnc(C(=O)OC(C)C(=O)Nc2ccccc2-c2ccccc2)cn1 (stereo unspecified),-4%
O=C(NCc1cccnc1)c1cccc(S(=O)(=O)NCc2ccccc2)c1,4%
COc1ccc(Br)cc1CNC(=O)CSc1n[nH]c(-c2ccccc2)n1,1%
CC(C)(C)c1ccc(Cn2nc(CC(=O)O)c3ccccc3c2=O)cc1,-6%
O=C(Cc1ccc(Br)cc1)OCC(=O)N1CCc2ccccc2C1,7%
C/C(CC(=O)Nc1ccc([N+](=O)[O-])cc1)=N/NC(=O)C1C2CCCCC21 (stereo unspecified),8%
COc1cccc(CNC(=O)CCc2c(C)nn(-c3ccc(N4CCCC4)nn3)c2C)c1,2%
C[C@H]1CN([C@@H](C)CO)C(=O)c2cc(Br)cnc2O[C@H]1CN(C)C(=O)C1CC1,0%
Cc1ccc(C)c(NC(=O)CSc2nc(N)c(NC(=O)c3cccs3)c(=O)[nH]2)c1,0%
CCn1c(=O)oc2cc(NC(=O)CCl)ccc21,-15%
COCCn1c(Cc2ccccc2)nnc1SCC(=O)NC1CC1,-8%
Cn1ncc(Br)c1C(=O)Nc1cccc(C(F)(F)F)c1,-3%
CCCc1nnc(NC(=O)c2oc3ccccc3c2COCC)s1,-1%
Cc1cc2ccccc2n1CCNC(=O)c1cc(C(F)(F)F)cc(C(F)(F)F)c1,-12%
O=C(O)CN1C(=O)/C(=C\c2cc([N+](=O)[O-])ccc2OCc2ccccc2Cl)SC1=S,-26%
COc1ccc2cc(CNc3ccccc3)c(=O)n(CC(=O)Nc3ccc(C)cc3C)c2c1,5%
COc1ccc(CNC(=O)CN(c2cc(C)cc(C)c2)S(=O)(=O)c2c(C)[nH]c(=O)[nH]c2=O)cc1,3%
CCN(CCNC(=O)Cn1c(=O)sc2ccccc21)c1ccccc1,-4%
COc1ccc(C(=O)NC(=S)NNC(=O)[C@H]2C[C@@H]2c2ccccc2)cc1OC,13%
Cc1ccc(Nc2c(-c3ccccn3)nc3ccc(Br)cn23)cc1,1%
Cc1ccc(C(CNS(=O)(=O)c2ccc(Cl)cc2)N2CCN(C)CC2)cc1 (stereo unspecified),1%

# More compounds:
SMILES,aSyn yeast rescue
Cc1ccccc1OCCSc1nc2ccc(NC(=O)c3ccccc3)cc2s1,-1%
O=C1OC(/C=C/c2ccccc2)=NC/1=C/c1ccco1,-1%
COc1ccc(/C=C/C(=O)OCC(=O)NCc2ccco2)cc1OC,11%
CC(C)(C)c1ccc(C(=O)NC(=O)COC(=O)c2ccco2)cc1,2%
O=C(N/C(=C/c1cccc(Br)c1)c1nc(=S)[nH][nH]1)c1ccccc1,6%
CC(=O)c1c(C)[nH]c(C(=O)OCc2ccc([N+](=O)[O-])cc2)c1C,-6%
O=C(Oc1ccc(Br)cc1)C1CCN(C2=NS(=O)(=O)c3ccccc32)CC1,-6%
O=C(/C=C/c1cccc(Br)c1)NC1CCN(Cc2ccccc2)CC1,3%
Cn1c(=O)c2c(nc(N/N=C/c3cccnc3)n2Cc2ccccc2)n(C)c1=O,-1%
Cn1c(N)c(C(=O)CSc2nc3ccccc3c(=O)n2Cc2ccccc2)c(=O)n(C)c1=O,4%
COc1ccc(NC(=O)c2[nH]nc3c2CSc2ccccc2-3)c(OC)c1,3%
CCOc1cc(C(=O)N2CC(=O)Nc3ccc(F)cc3C2c2ccccc2)cc(OCC)c1OCC (stereo unspecified),-3%

# Single entries from the results shown:
# In aSyn yeast rescue, Cc1cccc(C(=O)NCC(=O)OCCOc2ccccc2Cl)c1 reads -7%
# In aSyn yeast rescue, COc1cccc(CNC(=O)CCc2c(C)nn(-c3ccc(N4CCCC4)nn3)c2C)c1 reads 2%
# In aSyn yeast rescue, CCn1c(=O)oc2cc(NC(=O)CCl)ccc21 reads -15%

# Further results:
SMILES,aSyn yeast rescue
Cc1ccccc1-c1noc(-c2cc(-c3ccc(F)cc3)n[nH]2)n1,-14%
CCc1cccc(CC)c1NC(=O)c1cc(S(=O)(=O)N2CCc3ccccc32)cn1C,-8%
O=C(N/N=C/c1cccnc1)c1cc(C2CC2)nc2ccccc12,2%
O=C(Nc1ccc(N2CCOCC2)cc1)c1c(F)cccc1Cl,0%
Cc1ccc(C)c(N2CCN(CCCNc3ncnc4onc(-c5ccc(Cl)cc5)c34)CC2)c1,4%
COc1cc(/C=C/C(=O)OCC(=O)Nc2ccc3[nH]c(=O)[nH]c3c2)ccc1OC(F)F,6%
Cc1cccc(N2CCN(S(=O)(=O)c3c(C)[nH]c(=O)[nH]c3=O)CC2)c1C,-5%
Cc1nn(CC(=O)N2CCN(c3ccc(Cl)cc3)CC2)c(=O)c2cccn12,2%&4%
Cc1cccc(NC(=O)c2c(NC(=O)c3ccccc3)sc3c2CCC3)c1,7%
COC(=O)c1ccc(NC(=O)COc2ccc(S(=O)(=O)NC(C)(C)C)cc2)cc1,4%
CC(NC(=O)c1ccccc1Cl)C1CC2CCC1C2 (stereo unspecified),3%
CCc1cc(C(=O)Nc2cc(Cl)ccc2N2CCN(C)CC2)sc1C,15%

# By substructure, the entries above containing a CF3 group
SMILES,aSyn yeast rescue
CCCOC1(C(F)(F)F)NC(=O)N(c2ccc(Cl)cc2)C1=O (stereo unspecified),-44%[inhibitor]
Cn1ncc(Br)c1C(=O)Nc1cccc(C(F)(F)F)c1,-3%
Cc1cc2ccccc2n1CCNC(=O)c1cc(C(F)(F)F)cc(C(F)(F)F)c1,-12%

# Later entries:
SMILES,aSyn yeast rescue
COc1ccccc1CNC(=O)C(=O)NCC(c1cccs1)S(=O)(=O)c1ccccc1 (stereo unspecified),-14%
CC1Cn2c(nnc2-c2cccc(N)c2)S1 (stereo unspecified),-3%
N#CCCN=C(NS(=O)(=O)c1ccccc1)c1ccccc1,5%
CCOc1ccc(-c2cc(OC(=O)c3ccccc3)c3c(C)oc(C)c3c(=O)c2)cc1,14%
CCOC(=O)C1CCN(S(=O)(=O)c2cn(C)c(=O)n(C)c2=O)CC1,-4%
COc1cc(CNC(C)(C)CO)cc(Br)c1OCc1ccccc1,7%
CN(C)/C=C(\C=O)c1ncc(C(F)(F)F)cc1Cl,-8%
COCC(=O)Nc1ccc2c(c1)[C@@H]1C[C@H](CC(=O)NCc3ccccc3)O[C@@H](CO)[C@@H]1O2,16%
Cc1ccc(C(c2sc3ncnn3c2O)N2CCC(C)CC2)cc1 (stereo unspecified),7%
CCC(=O)Nc1nc2c(OC)ccc(C)c2s1,5%
Cc1cccc(CNC(=O)C2CCN(c3nnc(-n4c(C)ccc4C)s3)CC2)c1,0%
COc1cccc(CNC(=O)c2ccc(-c3nc(CS(=O)c4ccccc4)c(C)o3)cc2)c1 (stereo unspecified),-1%

# Arranged by formula weight (descending): some entries from above
SMILES,aSyn yeast rescue
Cc1ccc(C)c(N2CCN(CCCNc3ncnc4onc(-c5ccc(Cl)cc5)c34)CC2)c1,4%
O=C(NCc1ccccc1)c1ccc(NC(=O)N2CC3CCCN3c3ccccc32)cc1 (stereo unspecified),-5%
Cc1ccccc1-c1nc(CS(=O)(=O)CC(=O)NCCCN2CCCC2)c(C)o1,-1%
CCC(C)n1c(-c2cccc(S(=O)(=O)N(CC)CC)c2)n[nH]c1=S (stereo unspecified),7%

# Carrying on.
SMILES,aSyn yeast rescue
CN1CCN(C(=O)CCS(=O)(=O)c2cc3c(cc2Cl)NC(=O)CO3)CC1,-13%
COc1ccc(NC(C)=O)cc1NC(=O)c1c(C)noc1C,0%
CCCCNC(=O)C1CCC(Cn2c(=O)c3sccc3n(Cc3ccccc3)c2=O)CC1 (stereo unspecified),8%
Cc1ccc(CNC(=O)CSC2=Nc3ccccc3C3=NC(C)C(=O)N23)cc1 (stereo unspecified),-10%
Cc1ccnc(NC(=O)CN2C(=O)c3ccccc3S2(=O)=O)c1,1%
COc1ccc(N2CC(C(=O)Nc3ccc(S(=O)(=O)N4CCCC4)cc3)CC2=O)cc1 (stereo unspecified),4%
Cc1ccc(S(=O)(=O)Nc2nc3ccc(N)cc3s2)cc1,-16%
CC(C)N(Cc1ccccc1)C(=O)Cn1c(=O)cnc2ccccc21,-2%
Cc1ccc(C(=O)Nc2ccncc2)cc1S(=O)(=O)N1CCCCC1,3%
Cc1noc(/C=C/N(C)C)c1S(=O)(=O)N1CCCC(C(=O)NCc2cccs2)C1 (stereo unspecified),14%
CCOC(=O)CC(NC(=O)c1cc2cccc(OC)c2oc1=O)c1cccc([N+](=O)[O-])c1 (stereo unspecified),3%
